OXTR agonist: human OXTR agonists, primary screen, fluorescence, CHO-OTR cells, Fluo-8 calcium. Oxytocin receptor (Homo sapiens), P30559. 320,000 tested, 0.32% active. Fluo-8 calcium fluorescence; normalized: DMSO 0%, oxytocin 100%. activation, % at 3 µM;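 active = activation above the mean of all tested compounds plus 3 SD, cutoff set per screening run, cut at about 20% in these data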;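 note: peak over basal fluorescence ratio from a 100 s FLIPR kinetic read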
MEKK3 PB1 HTS: modulators of MEKK3-MEK5 PB1 binding, primary screen, biochemical, wildtype MEKK3, multiplex bead flow cytometry, Alexa488-MEK5 | 290,000 tested, 1.4% active | binding response (% of control), % at 10 µM | Mitogen-activated protein kinase kinase kinase 3 (Homo sapiens), Q99759 | bead-based flow cytometry, Alexa488-MEK5 binding to MEKK3; actives lie on both sides; 0 = blocked by unlabeled MEK5, 100 = vehicle;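 active = binding response more than 3 SD above or below the average of its plate-row segment, actives on both sides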;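 note: Alexa488 bead fluorescence after subtracting the streptavidin-only scavenger bead signal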
GPR7 antag: GPR7 receptor antagonists, primary screen, cell-based, fluorescence, single concentration; inhibition, % at 4.4 µM; Neuropeptides B/W receptor type 1 (Homo sapiens), P48145; 290,000 tested, 1.1% active; GPR7-expressing cells, fluorescence antagonist assay; in the data active = inhibition above about 16%, passing the limit was not always enough;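 note: cells stimulated with the agonist NPW; 0% = agonist with vehicle and 100% = vehicle without agonist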
V1R ag counter: agonists of human V1a receptor, primary screen, counter-screen for OXTR agonist project, fluorescence, CHO-V1R cells; AID 2797, 2010; activation, % at 3 µM; Fluo-8 calcium fluorescence, agonist mode; 0% DMSO, 100% 3 nM vasopressin; Vasopressin V1a receptor (Homo sapiens), P37288; 320,000 tested, 0.25% active;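 active = activation above the mean activation of all tested compounds plus 3 SD, per screening run, cut at about 20% in these data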;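 note: signal is peak over basal fluorescence ratio across a 100 second FLIPR read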
Target sequence (P37288 whole entry, looked up): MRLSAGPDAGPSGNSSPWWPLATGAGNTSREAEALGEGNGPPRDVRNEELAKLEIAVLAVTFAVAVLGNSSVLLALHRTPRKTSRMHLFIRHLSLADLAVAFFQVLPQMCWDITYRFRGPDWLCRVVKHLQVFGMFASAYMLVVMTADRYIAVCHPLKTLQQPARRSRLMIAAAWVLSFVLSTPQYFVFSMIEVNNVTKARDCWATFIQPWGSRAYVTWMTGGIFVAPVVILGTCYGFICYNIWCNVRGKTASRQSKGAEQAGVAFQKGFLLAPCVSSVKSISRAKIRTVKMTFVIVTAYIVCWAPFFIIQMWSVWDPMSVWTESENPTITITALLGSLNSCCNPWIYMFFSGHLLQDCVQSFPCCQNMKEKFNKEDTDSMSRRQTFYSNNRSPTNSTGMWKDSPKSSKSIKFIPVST
MEKK2wt PB1 HTS: modulators of MEK5 binding to wildtype MEKK2, primary screen, biochemical, multiplex bead flow cytometry, Alexa488-MEK5; Alexa488-MEK5 binding to MEKK2 WT; actives lie on both sides; AID 1531, 2009; binding response (% of control), % at 10 µM; Mitogen-activated protein kinase kinase kinase 2 (Homo sapiens), Q9Y2U5; 290,000 tested, 1.1% active; in the data active = binding response below about 67% or above about 130%
GalR3 antagonist: GalR3 antagonists in HEK293 cells, primary screen, cell-based, fluorescence readout; Galanin receptor type 3 (Homo sapiens), O60755; HEK293 GalR3-CNG cAMP membrane potential fluorescence; galR3 body fused to GalR1 C-terminus; inhibition, % at 3 µM; 360,000 tested, 0.44% active; AID 651719, 2012;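 active = inhibition above the screen-wide average plus 3 SD, cut at about 13% in these data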;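 note: forskolin and galanin both at EC90 stimulate the cells; cAMP rise reported by CNG channel membrane potential dye signal; 0% = forskolin plus galanin with DMSO and 100% = forskolin alone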
Target sequence (O60755 1-299 limits assumed): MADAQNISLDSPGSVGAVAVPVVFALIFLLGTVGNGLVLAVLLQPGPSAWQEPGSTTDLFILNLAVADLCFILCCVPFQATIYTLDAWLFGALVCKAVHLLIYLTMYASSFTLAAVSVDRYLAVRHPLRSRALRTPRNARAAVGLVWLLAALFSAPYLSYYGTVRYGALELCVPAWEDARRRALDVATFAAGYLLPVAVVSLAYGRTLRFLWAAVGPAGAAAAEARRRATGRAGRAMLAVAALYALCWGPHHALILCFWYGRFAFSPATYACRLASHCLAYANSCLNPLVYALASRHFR
PHOSPHO1 inh: PubChem AID 1565. Phosphoethanolamine/phosphocholine phosphatase (Homo sapiens), Q8TCT1. recombinant PHOSPHO1, absorbance phosphatase assay. inhibition, % at 13.3 µM. 290,000 tested, 1.1% active; in the data active = inhibition above about 60%
Target sequence (Q8TCT1 whole entry, looked up): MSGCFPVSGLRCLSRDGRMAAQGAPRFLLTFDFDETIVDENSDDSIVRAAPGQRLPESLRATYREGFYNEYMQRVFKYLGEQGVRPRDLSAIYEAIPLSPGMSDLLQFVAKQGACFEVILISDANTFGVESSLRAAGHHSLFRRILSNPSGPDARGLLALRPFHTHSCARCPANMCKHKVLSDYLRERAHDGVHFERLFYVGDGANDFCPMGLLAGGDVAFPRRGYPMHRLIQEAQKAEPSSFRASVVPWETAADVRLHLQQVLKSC
MEKK2mut PB1 HTS: MEK5 binding signal on mutant MEKK2 PB1, primary screen, biochemical, multiplex bead flow cytometry, Alexa488-MEK5; 290,000 tested, 0.35% active; percent response, % at 10 µM; Alexa488-MEK5 binding to MEKK2 mutant; in the data active = percent response above about 24%, passing the limit was not always enough; note: inactives centre near 1; some results filed as inactive read as strong as hits; reference of the scale not given here
NALP1 yeast inh: NALP1 inflammasome inhibitors in reconstituted yeast, colorimetric, S. cerevisiae, triplicate retest. S. cerevisiae NALP1/ASC/caspase-1 growth, X-gal OD620, 72 h. inhibition, % at 10 µM. 280,000 tested, 0.61% active; in the data active = inhibition mostly above about 24%, no sharp cut-off; inactive = mostly below about 32%; note: some compounds called inactive have numbers as strong as hits
Numbers without * were called inactive; . = no result given; [ ] = remark or other dose.

SMILES	OXTR agonist	MEKK3 PB1 HTS	GPR7 antag	V1R ag counter	MEKK2wt PB1 HTS	GalR3 antagonist	PHOSPHO1 inh	MEKK2mut PB1 HTS	NALP1 yeast inh
Cc1cc(C(=O)CSc2nnc(C3COc4ccccc4O3)n2C)c(C)n1-c1ccc(F)cc1 (configuration not stated)	-2.0	105	-4	-0.2	104	-5	-16	11	14
COCCNC(=O)CN(C(=O)c1ccc(N2CCCC2)nc1)c1ccc(F)c(Cl)c1	.	102	-8	.	105	-4	34	9	4
N#Cc1cccc(NC(=O)N2CCC(c3nc4c(nnn4Cc4cccc(Cl)c4)c(=O)[nH]3)CC2)c1	0.5	102	-7	1.1	106	-1	6	4	18
O=C(CCl)Nc1c2c(nn1-c1ccccc1)CSC2	0.8	105	0	0.0	106	0	-4	8	-3
COc1ccc(C(=O)NCCCn2cccn2)cc1OC1CCN(C(C)=O)CC1	.	95	-17	.	93	-3	.	-4	30
Cc1ccc(N=C2NC(=O)/C(=C/c3cccs3)S2)cc1C	0.2	118	-8	3.7	101	-1	12	1	26
Fc1ccc(OCc2nc(-c3ccncc3)n[nH]2)cc1	1.7	101	-10	2.1	101	-1	25	2	0
CCOC(=O)C1=C(c2ccccc2)N=C2SCC(=O)N2C1c1ccc(OC)c(OC)c1 (configuration not stated)	-0.3	101	-8	0.5	103	0	5	2	4
O=Cc1ccc(-c2ccc(C(=O)O)cc2)o1	-0.3	100	-11	0.3	98	-3	18	-5	.
O=C(O)CCCN1C(=O)/C(=C/c2ccncc2)SC1=S	0.3	94	-12	-0.5	92	2	6	-13	0
O=P(C(=NCCO)NO)(N1CCOCC1)N1CCOCC1	-0.6	100	-9	-1.2	98	-13	44	2	1
CCc1nn2c(=O)cc(COc3ccc(/C=C4\C(=N)N5N=C(C)SC5=NC4=O)cc3)nc2s1	0.7	88	-4	1.1	86	-2	61*	-35	11
Cc1cccn2c(=O)c(C=O)c(NCc3ccccc3)nc12	0.2	95	-9	0.2	92	4	34	-7	23
Cc1cccc(NC(=O)CCNC(=O)c2ccccc2Cl)n1	0.1	92	-12	-0.1	92	-1	38	-10	16
Cc1ccccc1SCC(=O)Nc1ccc(N2CCOCC2)cc1	0.0	109	3	-0.2	105	-4	7	-2	7
COc1cc(SC)ccc1C(=O)Nc1ccc(C)cc1C	-1.8	123	-2	-1.0	101	-6	0	0	33
O=C(NC1CCC(O)CC1)c1cccnc1Sc1ccccc1Cl (configuration not stated)	-0.5	99	-19	0.5	106	0	43	4	7
CC(=O)Nc1cc2c(cc1NC(=O)Cn1nc(-c3ccccc3)ccc1=O)OCCO2	0.2	102	0	0.9	97	-10	42	2	-8
Cc1ccc(C)c(CSc2nnc(-c3ccccn3)n2N)c1	-1.8	98	1	-1.0	93	-6	21	-1	18
CN(CCNC(=O)CCNC(=O)Cn1ccc2ccccc2c1=O)Cc1ccccc1	-1.5	105	0	0.6	107	1	18	6	-14
CCn1c(C)csc1=NC(=O)c1ccccc1O	1.0	104	-7	2.3	101	-7	-3	6	0
Cc1ccc(-c2nc(NC(=O)c3cc(C(C)(C)C)nn3C)sc2C)cc1Cl	-1.0	94	3	-1.4	113	-2	1	-8	16
CCCCCCSC1=C(C#N)C(=O)NC2(CCCCC2)S1	-0.6	94	-12	2.2	101	-1	-9	3	6
CCOC(=O)C1CN(S(=O)(=O)c2cc(OC)ccc2OC)C1	0.5	107	-13	0.4	106	-10	25	5	10
O=C(c1cccc(C(F)(F)F)c1)C1CCCN(C(=O)C2CCOCC2)C1 (configuration not stated)	-1.4	101	-17	-0.3	103	2	22	7	21
Next section:
SMILES	OXTR agonist	MEKK3 PB1 HTS	GPR7 antag	V1R ag counter	MEKK2wt PB1 HTS	GalR3 antagonist	PHOSPHO1 inh	MEKK2mut PB1 HTS	NALP1 yeast inh
COCCSc1nnc(NS(=O)(=O)Cc2ccccc2)s1	-0.4	95	-9	0.7	95	-3	10	-1	37
COCCNC(=O)c1ccc(N2CCCCC2)c(NS(=O)(=O)c2ccc(C)cc2)c1	-2.5	103	-14	-0.5	102	-4	3	13	32
Cc1ccccc1C(=O)Nc1ccccc1C(=O)NC1CC1	-0.5	93	-4	0.6	86	1	47	-11	14
N#C/C(=C\c1cc2ccccc2nc1N1CCOCC1)C(=O)Nc1ccc(N2CCOCC2)cc1	2.1	146*	-13	-1.4	106	0	17	3	33
COc1cc(C(=O)Nc2ccc(Cl)c(C(F)(F)F)c2)cc(OC)c1OC	0.7	111	-9	3.2	121	0	-7	1	6
O=C(NCCN1CCOCC1)c1ccc(CSc2nc3ccncc3n2Cc2ccc(F)cc2)cc1	0.9	104	-23	-0.1	108	-1	2	6	-5
CN(C)CCNC(=S)Nc1cccc(Cl)c1	5.2	98	4	1.6	97	-5	46	-4	6
Cc1ccc2cc(C(c3nnnn3Cc3ccccc3)N3CCc4ccccc43)c(=O)[nH]c2c1C (configuration not stated)	-0.5	81	-7	-0.5	75	-3	26	-9	6
COc1ccc(-n2ncc3c2CC(C)(C)CC3NC(=O)CSc2ccccn2)cc1 (configuration not stated)	1.7	103	7	4.2	95	-6	56	-1	25
CC(C)(C)c1cc(NC(=O)CSc2nnc(NCc3ccccc3)s2)n(-c2ccccc2)n1	-1.2	102	0	0.7	103	-1	-12	10	25
O=C(COc1ccccc1)Nn1c(-c2ccccc2)nc2ccccc2c1=O	3.2	103	8	3.4	105	-5	-2	-2	22
Cc1ccc2oc(C(=O)Nc3nonc3C)c(C)c2c1	-2.4	103	-15	-0.3	105	3	38	6	10
O=C(CCSc1ccc(Cl)cc1)N1CCCCCC1	-1.3	97	-2	3.1	95	-4	22	1	13
CCOC(=O)C1=C(C)NC(C)=C(C(=O)OCC)C1c1cc(N)ccc1OC(F)F	3.2	106	-5	0.3	102	-3	-11	-2	9
COc1ccc(NC(=O)c2cccc(N3C(=O)C4C5C=CC(C6CC56)C4C3=O)c2)cc1 (configuration not stated)	7.0	101	-2	15	99	-5	23	-1	10
COc1cc(/C=N/NC(=O)c2ccc(=O)[nH]n2)ccc1O	0.9	102	0	0.3	104	1	8	0	-56
CCOC(=O)CN(c1cc([N+](=O)[O-])ccc1OC)S(C)(=O)=O	0.3	99	-3	0.7	100	-3	37	-1	13
CC(NC(=O)/C(=C/c1ccc2c(c1)OCO2)NC(=O)c1cccc([N+](=O)[O-])c1)C(=O)O (configuration not stated)	0.1	92	-10	0.1	84	-2	-7	-8	-3
CCOC(=O)C1CCN(S(=O)(=O)c2ccc(CNC(=O)c3ccccc3)s2)CC1	1.3	99	13	4.8	100	-5	.	-2	-2
Cc1ccc(-c2cnc(NC(=O)CCC(=O)N(C)Cc3ccccc3)n2C)cc1	-0.7	100	-1	-0.4	99	1	23	3	-9
COCC(C)NC(=O)CCSc1nc(-c2ccc(OC)cc2)cc(C(F)(F)F)n1 (configuration not stated)	-2.4	99	-5	-0.1	99	6	-1	6	-9
Cc1nc(-c2ccccn2)sc1C(=O)O	0.1	101	-4	0.6	99	-3	-8	0	-2
O=C(C1=C[C@H](C2CC2)C[C@H](OCCCCO)O1)N1CCOCC1	0.0	100	-14	-0.1	96	-2	22	4	4
CC(C)(C)c1ccc(C(=O)NCc2nnc(SCC(=O)N3CCCc4ccccc43)n2-c2ccccc2)cc1	-0.7	108	-5	0.1	109	-4	-3	4	26
CCOc1ccc(C(=O)Nc2ccc3c(c2)C(=O)NC3=O)cc1	0.3	103	-10	-0.6	99	1	10	5	9
Additional entries follow.
SMILES	OXTR agonist	MEKK3 PB1 HTS	GPR7 antag	V1R ag counter	MEKK2wt PB1 HTS	GalR3 antagonist	PHOSPHO1 inh	MEKK2mut PB1 HTS	NALP1 yeast inh
CCOC(=O)C1CCCN(C(=O)c2cc3c(C)nc4ccccc4c3o2)C1 (configuration not stated)	2.3	103	-15	2.1	99	11	11	3	-7
Cc1ccc(CNC(=O)CN(c2cccc([N+](=O)[O-])c2)S(=O)(=O)c2ccccc2)cc1	-0.6	101	0	1.0	98	3	-11	-2	21
COc1cccc(OC)c1C(=O)Nc1ccc(NC(=O)c2ccco2)cc1	1.0	87	5	0.1	87	-4	-10	-4	7
CCN(CC)c1ccc2c(Nc3ccccc3)c(C=O)c(=O)oc2c1	-1.2	94	4	0.1	88	-4	-3	-14	-21
COc1ccc(C2CC(=O)C(C=NCCO)=C(O)C2)cc1 (configuration not stated)	0.5	101	-9	-0.8	100	-10	14	16	-7
Cc1nc(N)sc1-c1csc(Nc2ccccc2)n1	-1.4	91	-5	1.4	95	7	36	0	1
C=CCNC(=S)N1CCN(c2ncc3c(=O)c(C(=O)O)cn(CC)c3n2)CC1	-0.4	85	-12	0.4	86	-6	6	-12	6
O=C(CCSCCC(=O)NCCN1CCOCC1)NCCN1CCOCC1	0.5	81*[inhibitor]	-16	11	89	-4	25	-4	-10
O=C(CCCc1ccccc1)Nc1nncs1	0.0	93	-6	-0.1	98	-2	-3	3	-4
O=C(C1CCCN(c2ncnc3c2nc2n3CCCCC2)C1)N1CCN(c2ccc(F)cc2)CC1 (configuration not stated)	-1.6	102	-7	0.2	100	7	43	4	7
O=C(Nc1cccc(NC(=O)c2cccs2)c1)c1cccnc1	-1.0	104	-8	0.7	102	-5	33	-1	17
CCN(/C(N)=N/c1nc(C)cc(C)n1)c1ccccc1	0.3	104	-13	2.2	106	-5	29	0	12
Nc1[nH]c(=S)[nH]c(=O)c1-c1ccccc1	0.8	98	-17	0.9	99	-5	-3	2	-12
Cc1ccc(S(=O)(=O)NC(=O)N(CCC#N)Cc2ccccc2)cc1	1.2	93	-7	1.0	93	-6	7	-3	0
Cc1cc(OCC(F)(F)C(F)(F)C(F)(F)C(F)(F)C(F)(F)C(F)F)nc(N)n1	-0.6	112	-4	1.8	109	-5	22	3	2
Cc1ccc(-c2csc3ncnc(NS(=O)(=O)c4ccc(Cl)cc4)c23)cc1	-1.9	99	-14	-0.4	116	-4	14	21	36
CSc1nc(N(C)CCO)c2sc3nc(-c4ccco4)c4c(c3c2n1)CCC4	-0.6	97	-9	-0.3	97	.	-77	-1	17
NC1=NC(c2ccc(Cl)cc2)N(c2ccc(S(N)(=O)=O)cc2)C(N)=N1 (configuration not stated)	0.4	100	4	0.7	98	6	34	7	6
CC1(C)NC(=O)N(CCCCOc2ccc(Cl)cc2C=O)C1=O	9.1	100	13	0.3	99	-8	15	-2	13
O=c1cn[nH]c2ccccc12	0.3	103	12	0.1	101	-1	-4	0	-11
Cc1ccccc1N1C(=O)C2ON(c3ccccc3)C(c3ccncc3)C2C1=O (configuration not stated)	0.7	103	-17	-0.3	103	-5	19	2	7

Structural class: those above with a nitro group on carbon (3)
SMILES	OXTR agonist	MEKK3 PB1 HTS	GPR7 antag	V1R ag counter	MEKK2wt PB1 HTS	GalR3 antagonist	PHOSPHO1 inh	MEKK2mut PB1 HTS	NALP1 yeast inh
CCOC(=O)CN(c1cc([N+](=O)[O-])ccc1OC)S(C)(=O)=O	0.3	99	-3	0.7	100	-3	37	-1	13
CC(NC(=O)/C(=C/c1ccc2c(c1)OCO2)NC(=O)c1cccc([N+](=O)[O-])c1)C(=O)O (configuration not stated)	0.1	92	-10	0.1	84	-2	-7	-8	-3
Cc1ccc(CNC(=O)CN(c2cccc([N+](=O)[O-])c2)S(=O)(=O)c2ccccc2)cc1	-0.6	101	0	1.0	98	3	-11	-2	21

Screening data from PubChem.
